From PubChem BioAssay
VEEV TC-83 Vero: inhibitors of VEEV TC-83 cytopathic effect, confirmation, Vero cells (AID 588727). inhibition, % at 20 µM; hits with a dose series show IC50 in µM. Vero cells, VEEV TC-83 cytopathic effect inhibition; higher % means a stronger effect. 350,000 tested, 0.13% active; in the data active = a potency from the dose series; inconclusive = inhibition mostly from about 14% at the one dose, without a potency; inactive = the rest, 99 in 100 with inhibition below about 12%; also: strong numbers were not always called active
PhoP GFP inhibition: Inhibition of PhoP regulon, Salmonella typhi GFP reporter cells, confirmation, 4 h (AID 1850). Salmonella Typhi PhoP-promoter GFP reporter, fluorescence, 4 h; higher % means a stronger effect. inhibition, % at 50 µM, or IC50 in µM where a hit was titrated. 310,000 tested, 0.33% active; in the data active = a potency from the dose series; inconclusive = inhibition mostly from about 25% at the one dose, without a potency; inactive = the rest, 99 in 100 with inhibition below about 19%;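 also: 0% = induced wells with vehicle and 100% = uninduced wells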
tuberculosis growth: growth inhibition of non-replicating M. tuberculosis (AID 488890); Mycobacterium tuberculosis non-replicating, growth inhibition; higher % means a stronger effect; inhibition, % at 25 µM; hits with a dose series show IC50 in µM; 320,000 tested, 0.39% active; in the data active = a potency from the dose series; inconclusive = inhibition mostly from about 82% at the one dose, without a potency; inactive = the rest, 99 in 100 with inhibition below about 76%;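 also: plate controls were DMSO cells for no effect and high antibiotic wells for full effect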
H1N1 NS1A inhibition: H1N1 influenza NS1A inhibitors, functional cell based assay (AID 504329). 340,000 tested, 0.3% active. NS1A functional cell-based assay, percent inhibition; higher % means a stronger effect. inhibition, % at 12.5 µM, or IC50 in µM where a hit was titrated; in the data active = a potency from the dose series; inconclusive = inhibition above about 27% without an active follow-up result; also: strong numbers were not always called active
H37Rv inhibition: M. tuberculosis growth inhibition, HTS (AID 449762); M. tuberculosis H37Rv growth inhibition, 7H9 media; higher % means a stronger effect; 330,000 tested, 0.59% active; inhibition, % at 25 µM, or IC50 in µM where a hit was titrated; in the data active = a potency from the dose series; inconclusive = inhibition above about 70% without an active follow-up result;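 also: bacterial growth assessed after seven days of incubation; strong numbers were not always called active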
VEEV TC-83 Vero 10K pilot screen: also measured in VEEV TC-83 Vero; calls as there; inhibition, %; measured here: 10K pilot screen inhibition
* hit, by the source's call. Rows were taken by chance; 1.5% or so of the library scored in one or more.

Results for C#CCNC(=O)C1=C[C@@H](c2cn(C(C)=O)c3ccccc23)C[C@@H](OCc2ccc(CO)cc2)O1 ?
VEEV TC-83 Vero: 8.4%; PhoP GFP inhibition: -2%; tuberculosis growth: 4%; H1N1 NS1A inhibition: -6%; H37Rv inhibition: 8%

How did COc1ccc(C2=Nn3c(nnc3C(F)(F)F)SC2)cc1 do in these assays?
VEEV TC-83 Vero: 0.0%; PhoP GFP inhibition: 12%; tuberculosis growth: 7%; H1N1 NS1A inhibition: -17%; H37Rv inhibition: 12%

Results for O=C(O)c1cc(NN=C2CCN(Cc3ccccc3)CC2)ccc1Cl ?
VEEV TC-83 Vero: 0.2%; PhoP GFP inhibition: -5%; tuberculosis growth: 26%; H1N1 NS1A inhibition: -8%; H37Rv inhibition: -1%

Results for Cn1c(/C=N/NC(=O)c2ccccc2)nc2ccccc21 ?
VEEV TC-83 Vero: 2.2%; PhoP GFP inhibition: -10%; tuberculosis growth: inconclusive; H1N1 NS1A inhibition: 0%; H37Rv inhibition: inconclusive

How did C=CC[C@H](CC(=O)N[C@H](CO)Cc1ccccc1)C(=O)N[C@@H](COC(=O)[C@H](CC=C)CC(=O)OC(C)(C)C)Cc1c[nH]c2ccccc12 do in these assays?
VEEV TC-83 Vero: 2.3%; tuberculosis growth: 59%; H1N1 NS1A inhibition: 0%; H37Rv inhibition: -5%

What do the screens show for `CCN(CC)N=Nc1cccc(NC(C)=O)c1`?
VEEV TC-83 Vero: 0.1%; PhoP GFP inhibition: 0%; tuberculosis growth: 26%; H1N1 NS1A inhibition: -2%; H37Rv inhibition: -5%

What do the screens show for `COc1cccc(C(C(=O)NC2CCCCC2)N(C(=O)c2ccco2)c2ccc(-n3cnnn3)c(C)c2)c1` (centres undefined)?
VEEV TC-83 Vero: inactive; PhoP GFP inhibition: 9%; tuberculosis growth: 38%; H1N1 NS1A inhibition: 0%; H37Rv inhibition: -2%

What do the screens show for `N#CC1=C(N)C(C#N)(C#N)[C@H](c2ccncc2)[C@H]2CN(C(=O)OCc3ccccc3)CC=C12`?
VEEV TC-83 Vero: inactive; PhoP GFP inhibition: 5%; H1N1 NS1A inhibition: -2%

How did COc1ccccc1N1CCN(C(=O)CCc2ccc(S(=O)(=O)NC(C)C)cc2)CC1 do in these assays?
VEEV TC-83 Vero: 12%; PhoP GFP inhibition: -1%; tuberculosis growth: -4%; H1N1 NS1A inhibition: -3%; H37Rv inhibition: -9%

How did S=c1[nH]nc(-c2ccco2)n1Cc1ccccc1 do in these assays?
VEEV TC-83 Vero: 1.4%; PhoP GFP inhibition: 2%; tuberculosis growth: -22%; H1N1 NS1A inhibition: 4%; H37Rv inhibition: -11%

How did O=C1NN(c2ccc(F)c(Cl)c2)C(=O)/C1=C\c1cccc(OC(=O)c2cccs2)c1 do in these assays?
VEEV TC-83 Vero: 0.2%; PhoP GFP inhibition: 1%; tuberculosis growth: inconclusive; H1N1 NS1A inhibition: 2%; H37Rv inhibition: inconclusive

How did O=c1cc(-c2ccccc2)nc(SCc2ccccc2F)[nH]1 do in these assays?
VEEV TC-83 Vero: 1.0%; PhoP GFP inhibition: 5%; tuberculosis growth: -7%; H1N1 NS1A inhibition: -5%; H37Rv inhibition: 1%

How did CC(=O)Nc1ccc(NS(=O)(=O)c2ccc3c(c2)NC(=O)CC(=O)N3)cc1 do in these assays?
VEEV TC-83 Vero: 0.4%; PhoP GFP inhibition: 1%; tuberculosis growth: 7%; H1N1 NS1A inhibition: -5%; H37Rv inhibition: 0%

What do the screens show for `Fc1ccc(C(OCCN2CCN(CCCc3ccccc3)CC2)c2ccc(F)cc2)cc1`?
VEEV TC-83 Vero: inactive; PhoP GFP inhibition: -22%; tuberculosis growth: inconclusive; H1N1 NS1A inhibition: 14%; H37Rv inhibition: inconclusive

Results for CCCOC(=O)c1cc(-c2ccc(C=O)o2)ccc1Cl ?
VEEV TC-83 Vero: 0.9%; PhoP GFP inhibition: -9%; tuberculosis growth: 4.9µM*; H1N1 NS1A inhibition: -2%; H37Rv inhibition: 10%

What do the screens show for `CC=Cc1cc2c(c(=O)o1)C(=O)C(O)C(C)O2` (centres undefined)?
VEEV TC-83 Vero: 11%; H1N1 NS1A inhibition: 0%

Results for COC1(NC(=O)c2ccccc2)C(C)=CC(=O)C=C1C ?
VEEV TC-83 Vero: 1.1%; PhoP GFP inhibition: -14%; tuberculosis growth: -14%; H1N1 NS1A inhibition: 53%; H37Rv inhibition: 2%

How did Cc1cc(-c2ccccc2)n2nc(C)c(C#N)c2n1 do in these assays?
VEEV TC-83 Vero: 5.8%; PhoP GFP inhibition: -3%; tuberculosis growth: 9%; H1N1 NS1A inhibition: 2%; H37Rv inhibition: -6%

How did Cc1ccc(NC(=O)Nc2ccc3c(c2)OCO3)cc1F do in these assays?
VEEV TC-83 Vero: inactive; PhoP GFP inhibition: -4%; tuberculosis growth: 20%; H1N1 NS1A inhibition: -7%; H37Rv inhibition: -15%

How did CC(NCc1ccc2c(c1)OCO2)C(=O)NC1CCCc2ccccc21 (centres undefined) do in these assays?
VEEV TC-83 Vero: inactive; PhoP GFP inhibition: 4%; tuberculosis growth: 6%; H1N1 NS1A inhibition: -9%; H37Rv inhibition: -2%; VEEV TC-83 Vero 10K pilot screen: 0.0

How did C#Cc1ccc([C@H]2C=C(C(=O)NCc3nc4ccccc4[nH]3)O[C@@H](OCC)[C@@H]2CCCO)cc1 do in these assays?
VEEV TC-83 Vero: 6.7%; PhoP GFP inhibition: -14%; tuberculosis growth: 35%; H1N1 NS1A inhibition: 1%; H37Rv inhibition: 26%

How did CCOC(=O)CN1C(=O)c2ccccc2C1=O do in these assays?
VEEV TC-83 Vero: 0.4%; PhoP GFP inhibition: 10%; tuberculosis growth: 2%; H1N1 NS1A inhibition: -11%; H37Rv inhibition: -10%

Results for O=C(O)CN(c1ccccn1)S(=O)(=O)c1ccccc1 ?
VEEV TC-83 Vero: 0.4%; PhoP GFP inhibition: -8%; tuberculosis growth: -10%; H1N1 NS1A inhibition: -1%; H37Rv inhibition: 3%

Results for Cc1ccc(-c2cc(C(=O)N3CCC4(CC3)OCCO4)no2)cc1 ?
VEEV TC-83 Vero: 0.4%; PhoP GFP inhibition: 12%; tuberculosis growth: 39%; H1N1 NS1A inhibition: 7%; H37Rv inhibition: 3%

How did CN(c1ccccc1C(=O)Nc1ccc2ccccc2c1)S(C)(=O)=O do in these assays?
VEEV TC-83 Vero: 1.1%; PhoP GFP inhibition: 2%; tuberculosis growth: -18%; H37Rv inhibition: 10%

What do the screens show for `C/C(=C\c1ccc(N)cc1)c1nc2ccccc2[nH]1`?
VEEV TC-83 Vero: 0.9%; PhoP GFP inhibition: 6%; tuberculosis growth: 16%; H1N1 NS1A inhibition: 2%; H37Rv inhibition: -3%

Results for CCCCCC(=O)Nc1ccc(S(=O)(=O)NC2=NCCCCC2)cc1 ?
VEEV TC-83 Vero: 0.8%; tuberculosis growth: -18%; H1N1 NS1A inhibition: -8%; H37Rv inhibition: 2%

What do the screens show for `[O-][n+]1ccccc1/C=C/c1ccccc1`?
VEEV TC-83 Vero: 5.7%; PhoP GFP inhibition: -7%; tuberculosis growth: -11%; H1N1 NS1A inhibition: 2%; H37Rv inhibition: -6%

What do the screens show for `CC(C)N1C(=O)C2ON(c3ccccc3)C(c3cccs3)C2C1=O` (centres undefined)?
VEEV TC-83 Vero: 0.5%; PhoP GFP inhibition: -2%; tuberculosis growth: -7%; H1N1 NS1A inhibition: -5%; H37Rv inhibition: -5%

How did Cc1cccc(CCNC(=O)CC2C(=O)NCCN2CC2CCCCC2)n1 (centres undefined) do in these assays?
VEEV TC-83 Vero: 0.9%; PhoP GFP inhibition: 1%; tuberculosis growth: 7%; H1N1 NS1A inhibition: -14%; H37Rv inhibition: 1%

Results for CCCCCn1nc(C(=O)N(CCOC)c2c(N)n(CCCC)c(=O)[nH]c2=O)c2ccccc2c1=O ?
VEEV TC-83 Vero: 2.5%; PhoP GFP inhibition: 1%; tuberculosis growth: 9%; H1N1 NS1A inhibition: -15%; H37Rv inhibition: 0%

How did Cc1cnc(CN(C)C(=O)C2CCC(=O)N(CCc3cccc(F)c3)C2)[nH]1 (centres undefined) do in these assays?
VEEV TC-83 Vero: 0.7%; PhoP GFP inhibition: 1%; tuberculosis growth: -28%; H1N1 NS1A inhibition: -1%; H37Rv inhibition: 1%

How did CC1CCCC(NC(=O)c2cccc(S(=O)(=O)N3CCN(c4ccccc4)CC3)c2)C1C (centres undefined) do in these assays?
VEEV TC-83 Vero: 0.6%; PhoP GFP inhibition: -1%; tuberculosis growth: 0%; H1N1 NS1A inhibition: -3%; H37Rv inhibition: 6%

Results for CCOC(=O)C1=C(C)NC(=O)NC1c1ccc([N+](=O)[O-])o1 (centres undefined) ?
VEEV TC-83 Vero: 0.9%; PhoP GFP inhibition: -2%; tuberculosis growth: 7%; H1N1 NS1A inhibition: 6%; H37Rv inhibition: 2%

What do the screens show for `COC(=O)CNC(c1ccccc1)c1cc(Br)ccc1NS(=O)(=O)c1ccccc1` (centres undefined)?
VEEV TC-83 Vero: 0.1%; PhoP GFP inhibition: 5%; tuberculosis growth: 32%; H1N1 NS1A inhibition: 5%; H37Rv inhibition: 6%

What do the screens show for `Cc1nc2ccccc2n1S(=O)(=O)N(C)C`?
VEEV TC-83 Vero: 5.2%; PhoP GFP inhibition: 8%; tuberculosis growth: 9%; H1N1 NS1A inhibition: -7%; H37Rv inhibition: 9%

What do the screens show for `CCOC(=O)C1CCN(C(=O)CCS(=O)(=O)c2ccc3c(c2)CC(C)N3C(=O)CC)CC1` (centres undefined)?
VEEV TC-83 Vero: 0.2%; PhoP GFP inhibition: -8%; tuberculosis growth: 0%; H1N1 NS1A inhibition: 5%; H37Rv inhibition: 3%

How did COc1c(C)cc(C(=O)C2CCCN(C(=O)Cn3ccc(C)n3)C2)cc1C (centres undefined) do in these assays?
VEEV TC-83 Vero: inactive; PhoP GFP inhibition: -5%; tuberculosis growth: -6%; H1N1 NS1A inhibition: 3%; H37Rv inhibition: -1%

What do the screens show for `CC1(C)CC(=O)C=C(NCc2ccc(C(=O)O)cc2)C1`?
VEEV TC-83 Vero: 1.3%; PhoP GFP inhibition: -6%; tuberculosis growth: -4%; H1N1 NS1A inhibition: -4%; H37Rv inhibition: -1%

How did Cc1sc(NC(=O)c2cccnc2)nc1-c1ccccc1 do in these assays?
VEEV TC-83 Vero: 1.4%; PhoP GFP inhibition: 2%; tuberculosis growth: 13%; H1N1 NS1A inhibition: -5%; H37Rv inhibition: 0%

What do the screens show for `COc1ccc(S(=O)(=O)N2CCC(C(=O)Nc3nccs3)CC2)cc1`?
VEEV TC-83 Vero: 3.5%; PhoP GFP inhibition: 0%; tuberculosis growth: -9%; H1N1 NS1A inhibition: -10%; H37Rv inhibition: -11%

How did Cn1c(=O)c2c(nc(Br)n2CCSc2nc3ccccc3o2)n(C)c1=O do in these assays?
VEEV TC-83 Vero: inactive; PhoP GFP inhibition: 24%; tuberculosis growth: -3%; H1N1 NS1A inhibition: -9%; H37Rv inhibition: 0%

Results for COc1ccc(-c2csc3[nH]c(=S)n(-c4ccccc4)c(=O)c23)cc1OC ?
VEEV TC-83 Vero: 3.6%; PhoP GFP inhibition: -1%; tuberculosis growth: 10%; H1N1 NS1A inhibition: -2%; H37Rv inhibition: -1%

How did CCOC(=O)CSc1nnc(CNC(=O)c2cccc(C)c2)n1C do in these assays?
VEEV TC-83 Vero: 0.4%; PhoP GFP inhibition: 10%; tuberculosis growth: 14%; H1N1 NS1A inhibition: 4%; H37Rv inhibition: -4%

Results for Cc1cc(-c2nnnn2-c2ccc(C(F)(F)F)cc2)no1 ?
VEEV TC-83 Vero: 1.0%; PhoP GFP inhibition: 4%; tuberculosis growth: 0%; H1N1 NS1A inhibition: -19%; H37Rv inhibition: -4%

3 entries picked at random from those above, as already listed:
How did Cn1c(=O)c2c(nc(Br)n2CCSc2nc3ccccc3o2)n(C)c1=O do in these assays?
VEEV TC-83 Vero: inactive; PhoP GFP inhibition: 24%; tuberculosis growth: -3%; H1N1 NS1A inhibition: -9%; H37Rv inhibition: 0%

How did Cc1cnc(CN(C)C(=O)C2CCC(=O)N(CCc3cccc(F)c3)C2)[nH]1 (centres undefined) do in these assays?
VEEV TC-83 Vero: 0.7%; PhoP GFP inhibition: 1%; tuberculosis growth: -28%; H1N1 NS1A inhibition: -1%; H37Rv inhibition: 1%

Results for CCCCCn1nc(C(=O)N(CCOC)c2c(N)n(CCCC)c(=O)[nH]c2=O)c2ccccc2c1=O ?
VEEV TC-83 Vero: 2.5%; PhoP GFP inhibition: 1%; tuberculosis growth: 9%; H1N1 NS1A inhibition: -15%; H37Rv inhibition: 0%
